TAAR1 antag: human TAAR1 antagonism; Q96RJ0; CHO RD-HGA16 TAAR1, Fluo-8 calcium fluorescence, antagonist; inhibition, % at 3 µM; 360,000 tested, 1.5% active;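 active = inhibition above a per-plate cutoff, the mean inhibition of test compounds on that plate plus 3 SD, cut at about 49% in these data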;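 note: 0% = DMSO plus EC80 beta-PEA response and 100% = DMSO alone without agonist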
Target sequence (Q96RJ0 whole entry, looked up): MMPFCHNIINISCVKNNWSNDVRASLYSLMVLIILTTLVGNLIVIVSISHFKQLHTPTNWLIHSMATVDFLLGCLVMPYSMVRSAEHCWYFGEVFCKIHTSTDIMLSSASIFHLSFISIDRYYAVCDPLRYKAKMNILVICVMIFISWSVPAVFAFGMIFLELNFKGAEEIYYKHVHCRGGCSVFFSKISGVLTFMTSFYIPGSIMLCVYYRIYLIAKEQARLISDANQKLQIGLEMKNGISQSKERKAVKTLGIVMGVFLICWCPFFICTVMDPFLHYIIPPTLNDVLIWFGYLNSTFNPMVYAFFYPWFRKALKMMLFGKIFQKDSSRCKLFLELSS
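Test system: CHO RD-HGA16 cells bearing hTAAR1 | Reagent: β-PEA, EC80 | Compound dosing: 3 µM, single point | Schedule: Dye loading 75 min at 37 °C, then 30 min room temperature | Signal: Calcium fluorescence with Fluo-8 | Evaluation: Percent inhibition of PEA-evoked calcium signal, max/basal emission ratio | Control set: DMSO-only wells and EC80 β-PEA-stimulated wells | Repeats: Singlicate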
CHO-K1 Ca ag: counter-screen for M1 agonists: effect in parental CHO-K1 cells; 360,000 tested, 0.48% active; Fluo-8 calcium fluorescence; scaled to maximal ATP response, vehicle zero; activation, % at 3 µM; in the data active = activation above about 15%;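 note: untransfected CHO-K1 host cells lacking M1 receptor as counterscreen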
CHO parental Ca: counter-screen for OX1R antagonists: effect in parental CHO cells; parental CHO-K1, ATP-induced calcium, Fluo-8 fluorescence; inhibition, % at 5.6 µM; 330,000 tested, 0.63% active; AID 463079;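 active = inhibition above that plate's mean sample inhibition plus 3 SD, cut at about 26% in these data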;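 note: 0% = ATP-challenged DMSO wells and 100% = DMSO wells without ATP; some compounds past the cut are filed as inactive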
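Test system: untransfected parental CHO cell line. Compound: one dose, 5.6 µM nominal. Detection: intracellular calcium via Fluo-8 no-wash fluorescent dye. Measure: % inhibition. Benchmarks: ATP-challenged DMSO wells low, unchallenged DMSO wells high.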
CHO-K1 Ca antag: nonselective inhibitor or artifact in parental CHO-K1 cells | ATP-induced calcium, Fluo-8 fluorescence | inhibition, % at 3 µM | 360,000 tested, 0.6% active;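 active = inhibition above a per-plate cutoff, the plate's mean sample inhibition plus 3 SD, cut at about 24% in these data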;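 note: 0% = DMSO plus EC80 ATP and 100% = DMSO alone without ATP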
V1aR counter: activates human V1a receptor in oxytocin agonist counter-screen | P37288 | CHO-V1R cells, Fluo-8 calcium fluorescence, agonist mode; 0% DMSO, 100% 3 nM vasopressin | activation, % at 3 µM | 320,000 tested, 0.25% active | AID 2797;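 active = activation above the mean activation of all tested compounds plus 3 SD, per screening run, cut at about 20% in these data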;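 note: signal is peak over basal fluorescence ratio across a 100 second FLIPR read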
CHO-K1 Ca PAM: nonselective activator or artifact in parental CHO-K1 calcium assay. ATP EC20, Fluo-8 calcium fluorescence; 0% at ATP EC20, 100% at ATP max. activation, % at 3 µM. 360,000 tested, 0.02% active. AID 602247;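 active = activation above the run cutoff, the mean activation of all test compounds plus 3 SD, cut at about 40% in these data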;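 note: peak over basal fluorescence ratio in a 140 s read after ATP addition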
OXTR agonist: human OXTR agonism; P30559; CHO-OTR cells, Fluo-8 calcium fluorescence; normalized: DMSO 0%, oxytocin 100%; activation, % at 3 µM; 320,000 tested, 0.32% active; AID 2435;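 active = activation above the mean of all tested compounds plus 3 SD, cutoff set per screening run, cut at about 20% in these data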;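 note: peak over basal fluorescence ratio from a 100 s FLIPR kinetic read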
Target sequence (P30559 whole entry, looked up): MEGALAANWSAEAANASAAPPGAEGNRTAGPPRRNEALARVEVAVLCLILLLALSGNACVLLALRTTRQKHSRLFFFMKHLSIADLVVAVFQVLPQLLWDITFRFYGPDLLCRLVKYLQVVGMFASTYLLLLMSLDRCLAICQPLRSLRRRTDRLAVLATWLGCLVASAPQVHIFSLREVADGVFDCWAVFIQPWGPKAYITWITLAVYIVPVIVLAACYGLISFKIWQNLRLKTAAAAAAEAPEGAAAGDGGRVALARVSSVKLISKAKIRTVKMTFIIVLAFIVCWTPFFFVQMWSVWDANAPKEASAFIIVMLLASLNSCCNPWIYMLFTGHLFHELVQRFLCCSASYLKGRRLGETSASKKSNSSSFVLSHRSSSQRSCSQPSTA
OXTR potentiator: potentiators of human oxytocin receptor; P30559; activation, % at 3 µM; CHO-OTR cells, Fluo-8 calcium fluorescence, potentiator mode; 0% = oxytocin EC15, 100% = EC100; 320,000 tested, 0.061% active;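 active = activation above that plate's cutoff, the mean activation of tested compounds plus 3 SD, cut at about 6.6% in these data, passing the limit was not always enough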;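 note: 100% uses oxytocin at 75 nM as the full agonist control; some results filed as inactive read as strong as hits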
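Replication – single well per compound, singlicate · Assay system – CHO cell line stably expressing human OTR · Timing – 6 min pre-incubation, 100 s read · Measure – normalized max/min fluorescence ratio, % activation · Doses – 3.0 µM, one dose · Detection – Fluo-8 calcium dye fluorescence · Probe or stimulus – oxytocin near EC15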
GPR7 antagonist: antagonists of human GPR7 (neuropeptides B/W receptor 1). P48145. GPR7-expressing cells, fluorescence antagonist assay. inhibition, % at 4.4 µM. 290,000 tested, 1.1% active; in the data active = inhibition above about 16%, passing the limit was not always enough;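 note: cells stimulated with the agonist NPW; 0% = agonist with vehicle and 100% = vehicle without agonist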
Target sequence (P48145 whole entry, looked up): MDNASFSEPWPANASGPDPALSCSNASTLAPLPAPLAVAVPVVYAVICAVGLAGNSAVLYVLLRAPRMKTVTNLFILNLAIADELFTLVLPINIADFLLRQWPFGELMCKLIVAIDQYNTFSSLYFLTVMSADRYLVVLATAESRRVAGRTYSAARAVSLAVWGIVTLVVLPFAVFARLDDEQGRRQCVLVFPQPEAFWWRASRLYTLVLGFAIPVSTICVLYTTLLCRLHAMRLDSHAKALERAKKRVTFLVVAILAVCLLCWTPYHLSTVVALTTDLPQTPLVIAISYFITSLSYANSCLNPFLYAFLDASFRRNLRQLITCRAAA
* = called active by the depositor; nt = not tested or not shown.

SMILES	TAAR1 antag	CHO-K1 Ca ag	CHO parental Ca	CHO-K1 Ca antag	V1aR counter	CHO-K1 Ca PAM	OXTR agonist	OXTR potentiator	GPR7 antagonist
COc1ccc(C2=CC(=O)C[C@H](COCc3ccccc3)N(C(=O)OC(C)(C)C)O2)cc1	-12	0.5	nt	-22	nt	22	nt	nt	nt
COCCN1Cc2cc3cc(C)ccc3nc2SC1=Nc1cccc(OC)c1	0	-0.2	-34	-14	-0.7	23	-1.5	-1	15
O=C(CSc1nnc(NC(=O)c2ccco2)s1)NC1CCCC1	-8	-0.3	6	-1	-0.2	-7	0.1	-9	-6
C[C@H](CO)N1C[C@H](C)[C@@H](CN(C)C(=O)Nc2ccc(C(F)(F)F)cc2)Oc2c(NC(=O)Nc3ccc(C(F)(F)F)cc3)cccc2C1=O	58*	3.4	41*	-10	4.7	21	3.2	0	nt
c1ccc(-c2csc(CN3CCCCC3)n2)cc1	-23	-0.4	nt	2	nt	-7	nt	nt	nt
O=C(NCc1ccc2c(c1)OCO2)C1CCN(S(=O)(=O)N2CCOCC2)CC1	1	0.7	-4	-7	1.5	13	-0.1	-8	-3
CN(C)C(=O)c1nc2ccc(Cl)cn2c1CNCc1ccccc1OC(F)(F)F	4	0.0	-23	-10	-0.3	2	-1.2	-7	4
CC(C)NC(=O)c1ccccc1NC(=O)C1COc2ccccc2O1 (stereo unspecified)	0	0.8	-21	4	0.0	3	-1.9	-9	-11
CCCC(c1nnnn1C1CCCC1)N1CCN(c2ccccc2F)CC1 (stereo unspecified)	-10	-0.2	-16	-12	-1.3	20	-0.6	2	15
CC(/C=N/NC(=O)Cc1cccs1)=C\c1ccccc1	-9	0.6	-12	-2	2.0	9	-1.5	-8	6
COc1ccc(OCc2nn[nH]n2)cc1	-3	0.9	-6	-3	1.5	14	1.4	2	-6
CC(C)NC(=O)Cc1ccc(Br)cc1	5	3.3	3	1	0.0	15	-0.1	-10	-5
O=C(c1ccccc1)N1CCC(c2nc3c(nnn3Cc3ccco3)c(=O)[nH]2)CC1	-5	0.8	-14	-5	0.3	11	-0.7	-6	-6
COc1ccc(N2CCN(CCCn3ccc(NC(=O)OCc4ccccc4)nc3=O)CC2)cc1	0	0.4	nt	-7	nt	9	nt	nt	nt
CC(NC(=O)Cc1ccc(NS(=O)(=O)c2cccc(C(F)(F)F)c2)cc1)c1ccccn1 (stereo unspecified)	-6	0.5	-4	-4	3.7	0	0.6	-6	-6
O=C(NCc1ccccc1)Nc1cccn(Cc2ccccc2)c1=O	-5	0.7	-12	-10	0.0	-3	-0.1	1	-3
CCOC(=O)C1=C(C)NC(c2cccs2)C(=O)N1 (stereo unspecified)	-11	-0.1	-11	-3	-1.0	16	-0.7	-3	-2
Cc1cc(NC(=O)CSc2ncc(C(F)(F)F)cc2Cl)no1	-15	0.1	-7	3	0.1	-8	1.8	1	nt
O=C(Cc1cccc(NC(=O)C2CCN(S(=O)(=O)c3cccc([N+](=O)[O-])c3)CC2)c1)Nc1cccc(C(=O)N2CCCCC2)c1	-1	0.2	nt	-4	nt	0	nt	nt	nt
O=C(NCc1ccccc1C(F)(F)F)c1cccc2c1C(=O)c1ccc(N3CCOCC3)cc1S2(=O)=O	56*	4.0	13	0	6.1	-6	4.9	-3	nt
CC(=O)C(=Cc1ccc(Cl)cc1)C(=O)c1ccccc1	10	1.6	nt	-5	nt	13	nt	nt	nt
CCCOc1ccc(C(=O)N2CCN(c3ccc(NC(=O)CC)cc3Cl)CC2)cc1	32	0.7	3	-2	2.4	7	-1.6	-13	-6
CCn1c(CN2CCN(c3ccc(OC)cc3)CC2)nc2cc(S(=O)(=O)N(C)C)ccc21	-20	6.3	-2	-12	13	-1	3.3	-6	-1
N=C1C(c2ccc(Br)cc2)=C(O)C2CCc3ccccc3N12 (stereo unspecified)	2	0.9	-19	10	0.4	-5	-1.1	0	0
Cc1ccc(CNC(=O)NC2CCCCC2)cc1	-8	0.0	-9	-8	-0.5	5	-1.7	-13	2
CC(C#N)Sc1nnc(-c2ccccc2F)n1C1CC1 (stereo unspecified)	-15	0.1	5	-14	0.7	-1	0.8	10	-10
Cc1ccccc1CNCCCSc1ncccn1	8	-0.1	2	-5	1.5	15	-0.3	5	-16
O=C(NCc1ccccc1)c1nncc(-c2ccccc2)n1	13	-0.4	-17	-8	-0.2	14	-1.4	-1	nt
Cc1ccc(OCCNC(=O)c2cccc(S(=O)(=O)N3CCN(Cc4ccccc4)CC3)c2)cc1	3	2.5	nt	-7	nt	-14	nt	nt	nt
COc1ccc(S(=O)(=O)Nc2ccc3c(c2)CC(=O)N([C@@H](C)CO)C[C@@H](C)[C@@H](CN(C)Cc2ccccc2)O3)cc1	10	1.8	-10	5	3.4	-9	5.2	-8	nt

Entries of single compounds as entered above:
Profile of `CC(NC(=O)Cc1ccc(NS(=O)(=O)c2cccc(C(F)(F)F)c2)cc1)c1ccccn1` (stereo unspecified) : TAAR1 antag: -6; CHO-K1 Ca ag: 0.5; CHO parental Ca: -4; CHO-K1 Ca antag: -4; V1aR counter: 3.7; CHO-K1 Ca PAM: 0; OXTR agonist: 0.6; OXTR potentiator: -6; GPR7 antagonist: -6
Profile of `CCOC(=O)C1=C(C)NC(c2cccs2)C(=O)N1` (stereo unspecified) : TAAR1 antag: -11; CHO-K1 Ca ag: -0.1; CHO parental Ca: -11; CHO-K1 Ca antag: -3; V1aR counter: -1.0; CHO-K1 Ca PAM: 16; OXTR agonist: -0.7; OXTR potentiator: -3; GPR7 antagonist: -2

Next part.
SMILES	TAAR1 antag	CHO-K1 Ca ag	CHO parental Ca	CHO-K1 Ca antag	V1aR counter	CHO-K1 Ca PAM	OXTR agonist	OXTR potentiator	GPR7 antagonist
CC(C)c1cc(C(C)C)c(S(=O)(=O)N2c3ccccc3[C@@]3(Br)C[C@H]4C(=O)N[C@@H](Cc5ccccc5)C(=O)N4[C@@H]23)c(C(C)C)c1	nt	nt	-42	nt	1.8	nt	-0.2	-25	nt
Cc1cc(NC(=O)CN2C(=O)CC(c3ccco3)Sc3ccccc32)no1 (stereo unspecified)	nt	0.9	-14	-10	-0.9	27	-0.8	-2	8
CCN(C(=O)c1ccco1)C1C2CC3CC(C2)CC1C3 (stereo unspecified)	-25	-0.6	-10	-1	-1.0	-2	-0.7	-4	-1
Cc1ccccc1CNS(=O)(=O)c1c(C(=O)N2CCCCC2)c(C)n(C)c1C	-7	0.9	-13	-18	-0.4	18	0.7	-2	-5
CCNc1nc(=S)nc(NCc2ccccc2)[nH]1	5	nt	2	nt	-0.8	nt	-0.9	0	1
Cc1onc(-c2ccccc2)c1C(=O)N1CCCN2C(=O)c3ccccc3C21 (stereo unspecified)	-9	0.3	-16	4	0.3	-6	-0.2	2	6
CCC(=O)c1c(NC)cc(C)oc1=O	-4	-0.1	-2	4	0.5	6	0.9	-1	-13
COc1ccc(N2C(=O)/C(=C/c3ccc([N+](=O)[O-])cc3)C=C2c2ccccc2)cc1	-11	-0.3	-7	-9	0.0	8	0.7	0	3
CC(=O)Nc1ccc(C=C(C#N)c2ccc(C)cc2)cc1	6	1.1	nt	0	nt	15	nt	nt	nt
N#CCCN/N=C(/Cc1nc2ccccc2[nH]1)c1ccc(Cl)cc1	nt	nt	-15	nt	0.8	nt	-1.3	-22	-6
N#Cc1cnc(N)c(Br)c1	11	-0.2	-3	-11	-0.2	6	-0.1	-4	-4
CCOc1ccc(-n2c(=O)[nH]cc(C(=O)N3CCc4ccccc43)c2=O)cc1	-2	0.6	-3	-4	0.2	13	2.2	-1	-5
CCN1CCN(S(=O)(=O)c2ccc(Cl)c(C(=O)N(C)Cc3cccc(OC)c3)c2)CC1	-22	0.8	-20	-8	-0.8	26	-2.2	-7	nt
CCOC(=O)C1(C/C(C)=N/NC(N)=O)CC(C)(C)OC1=O (stereo unspecified)	-3	-0.2	3	4	0.6	-3	1.1	-3	-4
O=S(=O)(NC(=S)NC1CCCCC1)c1ccc(Cl)cc1	-14	1.1	9	-9	-0.1	13	-1.1	-10	-1
COc1cc(NC(=O)CSc2ncnc3scc(-c4ccccc4)c23)c(C(=O)O)cc1OC	-3	1.0	12	-15	-0.5	24	-0.6	-10	-25
CC1(CC(=O)N/N=C/c2cc([N+](=O)[O-])c(O)cc2O)OCCO1	7	-0.3	-2	1	-0.1	6	0.8	6	1
CCOc1ccc(CC(=O)Nc2cc(=O)n(C)c(=O)n2C)cc1	-30	1.6	-15	-11	0.7	10	1.0	-7	-2
COc1ccc(C(=O)NCc2nnc(SCC(=O)N3CCC(C)CC3)o2)cc1	-5	-0.1	-14	6	0.2	-11	-1.6	-7	-6
CCOC(=O)c1ccc(NC(=O)C2=C(C)Nc3nc(CCCO)nn3C2c2ccc(OC)cc2)cc1 (stereo unspecified)	-16	0.3	-18	-9	-0.3	19	-0.6	-2	-9
O=C(NC1CC(=O)N(c2ccc(Cl)cc2)C1)N1CCN(C(=O)c2ccco2)CC1 (stereo unspecified)	-29	2.6	-4	-6	-0.1	10	0.1	-2	nt
CCCNC(=O)C(Cc1cccc(OC)c1)NC(=O)c1ccc(C#N)cc1 (stereo unspecified)	-2	0.3	-8	-11	-0.1	-2	0.7	-4	nt
c1ccc(OCCNc2ccn3nc(-c4ccccc4)cc3n2)cc1	22	0.3	nt	2	nt	-4	nt	nt	nt
C/C=C/C(=O)N1CC2(CC(c3cccc(NC(=O)CC(c4ccccc4)c4ccccc4)c3)=NO2)C[C@H]1C(N)=O (stereo partly specified)	4	0.6	-6	-12	0.6	-6	-0.2	-3	nt
CCCCN(C(=O)c1ccco1)c1c(N)n(CCC)c(=O)[nH]c1=O	-21	0.2	-13	-14	1.1	-2	0.7	5	nt
CCOC(=O)c1c(-c2ccc(C)o2)csc1NC(=O)CN1CCOCC1	19	0.3	5	-12	-1.2	14	-1.5	0	-20
CC1CCCCN1S(=O)(=O)c1ccc(C(=O)N(CCCN(C)C)c2nc3cc4c(cc3s2)OCO4)cc1 (stereo unspecified)	7	3.8	-17	6	1.2	7	2.3	-4	-5
CCCc1c(O)nc(SCC(=O)O)[nH]c1=O	-1	0.8	1	-8	0.7	10	0.4	-5	-12
COc1ccc(S(=O)(=O)Nc2c(C(=O)O)[nH]c3ccccc23)c(OC)c1	7	0.0	-5	5	-0.8	-1	1.6	-8	1
O=C(NNC(=S)Nc1ccccc1)NNC(=S)Nc1ccccc1	2	-0.2	0	7	0.1	-10	0.0	2	-7
COc1ccc2nc(NC(=O)C3CCN(C(=O)c4ccco4)CC3)sc2c1	-22	6.7	-20	0	5.8	-5	3.7	-11	-11
CC(C(=O)NC(C)(C)C)N1C(=O)c2cccc3cccc(c23)C1=O (stereo unspecified)	-17	2.3	-21	2	-0.8	11	-1.4	-5	-16
C/C(CC(=O)N(C(C)C)C(C)C)=N\NC(=O)c1ccccc1Br	-15	0.8	-7	-6	-0.8	18	-1.7	-5	-2
